Screening results: PubChem BioAssay, National Center for Advancing Translational Sciences (NCATS)
SMN2 splice up: SMN2 splice variant enhancement; HEK293 SMN2-luciferase splicing reporter, luminescence, 30-36 h; Potency, µM (top dose mostly 46.1 µM), for inactives: top-dose activity change, positive = activation, actives largely listed as activators; 2.8% of 210,000 active; AID 1458; also: potency is read from the fitted curve at half-maximal effect; % of control where 0% means no effect; nearly all actives have a fitted effect of over 55% in size
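qHTS luciferase splicing reporter: luminescence rises when SMN2 exon 7 is included in transfected HEK293 cells. Compound exposure lasted 30-36 h at 37C, with 4.5 mM final sodium butyrate as control, followed by a ONE-Glo read.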
CBFb-RUNX1 inh: inhibitors of human CBF-beta and RUNX1 interaction. AID 1477. Potency, µM (highest dose often 59.8 µM), for the others: top-dose activity, negative = inhibition, hits mostly inhibitors. AlphaScreen CBFb-His/RUNX1-biotin binding, biochemical. Q01196+Q13951. 230,000 tested, under 10 active; also: % of control where 0% means no effect
Target sequence (Q01196 whole entry, looked up): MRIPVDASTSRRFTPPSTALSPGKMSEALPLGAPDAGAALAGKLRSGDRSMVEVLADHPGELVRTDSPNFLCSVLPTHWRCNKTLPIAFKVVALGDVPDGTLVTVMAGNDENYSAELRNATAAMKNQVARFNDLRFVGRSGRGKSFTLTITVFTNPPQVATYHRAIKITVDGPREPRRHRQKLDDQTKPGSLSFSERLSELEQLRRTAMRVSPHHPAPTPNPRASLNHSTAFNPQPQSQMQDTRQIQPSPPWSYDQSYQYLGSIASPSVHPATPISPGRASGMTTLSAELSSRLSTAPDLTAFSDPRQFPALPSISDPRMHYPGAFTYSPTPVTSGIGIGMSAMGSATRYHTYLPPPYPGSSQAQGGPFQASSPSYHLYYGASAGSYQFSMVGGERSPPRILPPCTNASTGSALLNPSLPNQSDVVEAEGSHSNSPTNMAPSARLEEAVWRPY
Target sequence (Q13951 whole entry, looked up): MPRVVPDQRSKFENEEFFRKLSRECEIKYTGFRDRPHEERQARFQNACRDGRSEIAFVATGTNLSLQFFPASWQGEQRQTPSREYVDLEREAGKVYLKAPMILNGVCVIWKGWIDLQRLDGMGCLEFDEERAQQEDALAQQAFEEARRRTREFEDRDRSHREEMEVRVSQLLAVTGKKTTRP
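His-tagged CBF-beta and biotinylated RUNX1 (30 nM each) were premixed 20 min at room temperature, exposed to compound for 15 min, then given nickel-chelate and streptavidin AlphaScreen beads (50 ng each). After 90 min, AlphaScreen signal was read.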
HTT aggregate: reduces HttQ103-GFP aggregates in PC12 cells | 1.1% of 220,000 active | PC12 HttQ103-GFP aggregates, Acumen cytometry, 40 h | Potency, µM (top dose mostly 46.1 µM), for the others: at the highest dose activity change, negative = inhibition, most hits filed as inhibitors | AID 1688; also: potency is read from the fitted curve at half-maximal effect; % is scaled to controls: 0 for no effect and ±100 for the full control effect; nearly all actives have a fitted effect of over 60% in size
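Read-out: GFP aggregate count by laser scanning cytometer (488 nm excitation, 500-530 nm emission, 1–25 µm objects >6 SD above background). Cells: PC12, inducible HTTex1-Q103-GFP, 100 nM tebufenozide; compounds titrated.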
LMNA splice mod: modulators of lamin A splicing; HeLa LMNA splicing GFP/RFP minigene ratio, 48 h; Potency, µM (titrated, usually from 46.1 µM), for inactives: top-dose ratio change, negative = inhibition, actives largely listed as inhibitors; 0.01% of 200,000 active; AID 1487; active = well fitted inhibition curve with a large enough effect in the signal ratio, with a control signal flat, not every such curve was filed as active; inconclusive = small, poorly fitted or top-dose-only effect, or effect the other way, or a change in a side signal; the % refers to the signal ratio; also: potency is read from the fitted curve at half-maximal effect; % is scaled to controls: 0 for no effect and ±100 for the full control effect
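Read-out is the ratio of GFP to DsRed2 object intensity, acquired by 488 nm laser-scanning cytometry on HeLa lamin A-EGFP minigene reporter cells. Compound incubation 48 hrs at 37 °C in Opti-MEM with 2% FBS; DMSO 0.5% final.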
IMPase Li inh: cell-permeable IMPase inhibitors with lithium potentiation; CHO-M1 cells, IP1 TR-FRET (IP-One), carbachol + lithium; 0.35% of 210,000 active; AID 1457; Potency, µM (highest dose often 59.4 µM), without a hit: at the highest dose activity, negative = IMPase inhibition, hits mostly inhibitors;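 also: IP1 builds up when IMPase is blocked and the TR-FRET signal falls; potency is read from the fitted curve at half-maximal effect; plate controls were basal vehicle for no effect and high inhibitor control for full effect; nearly all actives have a fitted effect of over 50% in size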
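Concentration–response in CHO-M1 cells, lithium-potentiated; 30 min at 37C. IP1 detected by competitive TR-FRET after 10 min lysis at RT. Hill-fitted AC50.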
Luc counter: counter-screen: inhibitors of Kinase-Glo firefly luciferase; Q27757; Kinase-Glo luciferase, ATP luminescence, 8 min; Potency, µM (titrated, usually from 38.3 µM), for the others: top-dose activity change, negative = inhibition, usual class: inhibitors; 0.28% of 200,000 active; also: potency is read from the fitted curve at half-maximal effect; % is scaled to controls: 0 for no effect and ±100 for the full control effect; nearly all actives have a fitted effect of over 60% in size
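Kinase-Glo luciferase light output from ATP and luciferin was measured with 10 uM ATP, within the enzyme's linear range. Buffer: 50 mM imidazole pH 7.2, 50 mM KCl, 7 mM MgCl2, 0.01% Tween 20, 0.05% BSA; luminescence read after 8 min at ambient temperature.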
HTT ATP protect: Huntington cell model cytoprotection by ATP luminescence; PC12 HTT-Q103 induced, cytoprotection, ATP luminescence, 40 h; Potency, µM (series often up to 56.4 µM), for the others: cytoprotection (ATP increase), usual class: activators; 0.14% of 230,000 active;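 also: potency is read from the fitted curve at half-maximal effect; % of control where 0% means no effect; nearly all actives have a fitted effect of over 45% in size; toxic huntingtin expression switched on by the ecdysone agonist tebufenozide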
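Stable PC12 Q103-GFP cells in serum-supplemented, phenol red-free DMEM; induction by tebufenozide at 100 nM final; compound dose series; cell viability quantified luminescently from ATP.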
Starred values were filed as active, the others as inactive; ? = inconclusive; · = not tested or not shown; & = joins results of further samples; [ ] = remark or other dose. Unless noted, calls follow the shape of the dose curve; as a rule, active = well fitted curve in the direction sought with a large enough effect; inconclusive = small, poorly fitted or top-dose-only effect, or another doubt; inactive = no such curve, though single readings can be large; an effect the other way counts as inactive or inconclusive.

molecule	SMN2 splice up	CBFb-RUNX1 inh	HTT aggregate	LMNA splice mod	IMPase Li inh	Luc counter	HTT ATP protect
OC[C@H]1O[C@@H](n2cnc3c(NC4CCCCC4)ncnc32)[C@H](O)[C@@H]1O	?	?	·	-7%	4%&21%	-2%	-40%[inhibitor]
COc1ccc2c(c1)N(CC[C@H]1CCCCN1C)c1ccccc1S2	-16%[9.22 µM]	·	·	·	28%	-3%[7.66 µM]	-5%[10 µM]
CCOc1ccc(-c2ccc(SCc3ccccn3)nn2)cc1	16%	5%	2%	5%[1.84 µM]	-10%	-1%	-40%[inhibitor]
COc1cc(C2CC(=O)Oc3cc(C)c(Br)c(C)c32)cc(OC)c1OC (configuration not stated)	·	14%	·	·	23%	2%[39.9 µM]	-9%
Cc1nn(-c2ccccn2)c2c1-c1nc(N3CCOCC3)ncc1CC2	-27%	1%	0%	-1%	-8%[38.3 µM]	-1%	7%
C=CCN(CC=C)C(=S)Nc1ccccc1	-2%	-3%	22%	18%	-1%[38.3 µM]	0%	-37%
Cc1ccc[n+](-c2nc([O-])sc2C=O)c1	17%	-10%	7%	-15%[46 µM]	-7%	-1%	-22%
O=C(COc1ccccc1)Nc1nonc1NC(=O)COc1ccccc1	-14%	6%	18%[9.22 µM]	17%	23%[38.3 µM]	1%	12%
Cn1c(N)c(C(=O)COC(=O)c2ccc([N+](=O)[O-])o2)c(=O)n(C)c1=O	·	9%	-3%[9.22 µM]	?	·	·	-7%[10 µM]
CC1C(=O)C(C)C(c2ccc3c(c2)OCO3)NC1c1ccc2c(c1)OCO2 (configuration not stated)	·	-3%	-8%	-1%	·	·	-17%
CC1(C)Oc2ccc(C(=O)N3CCCC3)cc2N(CC(=O)NCc2ccccc2)C1=O	-12%	3%	-15%	-10%	-15%[38.3 µM]	-2%	6%[10 µM]
CCOC(=O)C1=C(C)NC(C)=C(C(=O)OC)[C@@H]1c1cccc([N+](=O)[O-])c1	-14%[20.6 µM]	-10%[21.7 µM]	·	?	2%	-5%[17.1 µM]	3%[40.3 µM]
O=C(c1sc2ccccc2c1Cl)N(Cc1cccs1)C1CCS(=O)(=O)C1 (configuration not stated)	-15%	-2%	-5%	-10%	26%[38.3 µM]	1%	10%
Cc1cccc(C(CC(=O)NCCc2ccccc2)c2ccccc2)c1O (configuration not stated)	1%	14%	-12%	?	18%	-3%	·
CCc1ccccc1NC(=S)N(CCN1CCOCC1)C1CCN(C(C)=O)CC1	9%	-8%	2%	10%[46 µM]	-13%	0%	-10%
CCOC(=O)c1cnn(-c2nc(C)cc(C)n2)c1N	-3%	1%	-7%	8%	23%[38.3 µM]	-7%	-7%
CCOC(=O)N/N=C(\C)c1cccs1	9%	12%	-2%	30%[9.22 µM]	13%	-5%	-21%
O=C(O)Cn1cc(/C=C2/SC(=O)N(CC(=O)N3CCCCCC3)C2=O)c2ccccc21	·	?	?	·	9%	·	-6%
COc1ccc(-n2c(=O)c3c4c(sc3n3c(=S)[nH]nc23)COC(C(C)C)C4)cc1 (configuration not stated)	·	0%	-19%[9.22 µM]	·	·	·	-18%[10 µM]
O=C(CNC(=O)c1ccc(Oc2ccccc2)cc1)OC1CCCCC1=O (configuration not stated)	-12%	6%	26%[9.22 µM]	14%	33%[activator][38.3 µM]	7%	-7%
COc1ccc(/C=N/NC(=O)c2ccccc2O)cc1Cn1cc(Cl)cn1	-10%	-1%	-5%	7%	6%[38.3 µM]	-1%	-12%
O=C(COC(=O)Cc1ccc(Cl)cc1)Nc1c(F)cccc1F	6%	-29%	-6%	?	-12%	-5%	?
CCC(=O)N(CC)C1=C(O)c2ccccc2C(=O)C1=O	-17%	-3%	-5%	7%	3%[38.3 µM]	4%	-44%[inhibitor]
COc1ccc(OC)c(-c2cc(C(=O)N3CCN(c4ccccc4)CC3)no2)c1	-1%	-23%	2%	-3%	9%[38.3 µM]	-2%	-4%
CC1=C(C(=O)NCc2ccccc2)C(c2ccccc2OCC(N)=O)NC(=O)N1 (configuration not stated)	2%	16%	14%	-13%	17%[38.3 µM]	-1%	11%[10 µM]

(more compounds)
molecule	SMN2 splice up	CBFb-RUNX1 inh	HTT aggregate	LMNA splice mod	IMPase Li inh	Luc counter	HTT ATP protect
O=C(NCC(=O)N(c1ccc2c(c1)OCCO2)C(C(=O)NC1CCCC1)c1ccco1)c1ccco1 (configuration not stated)	-1%	-5%	15%	-5%	4%	1%	2%[10 µM]
CN(C)c1nccc(Nc2ccccc2)c1C#N	·	9%	?	-8%	·	·	-25%
O=C(NCc1ccco1)C1CCCN(S(=O)(=O)c2ccc(-n3cnnn3)cc2)C1 (configuration not stated)	-9%	-6%	8%	19%	-12%[38.3 µM]	-5%	-3%
O=c1c(-c2ccc(F)cc2)nc2cnc(Nc3ccccc3)nc2n1Cc1cccs1	-6%	·	·	·	-10%	-4%	1%
COc1ccc(CNC(=O)CSc2nnc(-c3ccc(NC(C)=O)cc3)n2C)cc1	-4%	0%	14%	?	-11%[38.3 µM]	-6%	-11%
CCC(C(=O)Nc1nnc(-c2ccco2)s1)c1ccccc1 (configuration not stated)	·	2%	14%	0%	·	·	-34%
COC(=O)c1ccc(C(=O)OC)c(NC(=O)CCc2ccc(C)o2)c1	4%	4%	11%	3%	56%[activator][38.3 µM]	5%	-7%
On1cnnc1-c1ccccc1	-8%	-5%	-17%	0%	-11%[38.3 µM]	0%	25%
O=C(O)COc1ccccc1/C=N/NC(=O)CN1CCN(S(=O)(=O)c2ccc(Br)cc2)CC1	·	6%	-38%[9.22 µM]	·	·	·	-16%[10 µM]
CCCN1CCN(S(=O)(=O)c2ccc(OC)c(Br)c2)CC1	-8%	4%	19%[9.22 µM]	10%	30%[activator][38.3 µM]	8%	-2%
CCNc1nc(NCC)n2c(SCc3nc4ccccc4c(=O)[nH]3)nnc2n1	-5%	5%	4%	-11%	10%[38.3 µM]	4%	7%[10 µM]
Cc1ccc(CNC(=O)C(=O)NCC(c2ccco2)N2CCOCC2)cc1 (configuration not stated)	-13%	-1%	-8%	-6%	1%	-1%	-9%[10 µM]
CSc1cc2c(cc1C(F)(F)F)N(C(=O)Nc1cccnc1)CC2	·	?	·	·	12%	3%	-42%[inhibitor]
CC(C)C[C@H](NC(=O)NCc1ccc(F)cc1)C(=O)O	·	0%	1%[9.22 µM]	·	·	·	2%[10 µM]
CN1C(=O)CC(N2CCN(c3ncccn3)CC2)C1=O (configuration not stated)	-9%	4%	-8%	1%	-5%[38.3 µM]	-1%	-2%
CC(C)C(NC(=O)c1ccccc1)C(=O)NCC(c1ccccc1)N(C)C (configuration not stated)	-1%	3%	26%	·	0%	-2%	-31%
O=C(/C=C/c1ccc(OC2CSC2)cc1)c1ccc(Cl)cc1	5%	4%	17%	8%	10%	-2%	20%[10 µM]
Cc1c(Br)c([N+](=O)[O-])nn1CCCC(=O)N1CCN(c2ccccc2)CC1	-3%[1.84 µM]	4%	-21%	-18%	0%	-3%	-34%[10 µM]
Cc1c(Cl)cccc1NS(=O)(=O)c1ccc2c(c1)C1C=CCC1C(c1ccc(C(=O)O)cc1)N2 (configuration not stated)	·	·	-11%[9.22 µM]	·	4%	·	8%[10 µM]
N#Cc1nc(Cc2cccc3ccccc23)oc1NCCCn1ccnc1	-21%	-14%	-4%	?	4%	6%	-23%[0.074 µM]
COc1cc(OC)cc(C(=O)NCC(=O)OCC(=O)c2cc(C)n(Cc3ccco3)c2C)c1	-6%	?	-4%	13%	11%	-4%	35%[10 µM]
CCOC(=O)c1ccc(NC(=O)COc2ccc(S(=O)(=O)NC(C)C)cc2)cc1	9%	3%	-22%	-2%	24%[38.3 µM]	5%	-2%[0.074 µM]
O=C(CCNS(=O)(=O)c1ccc(Cl)cc1)NCc1cccnc1	·	-2%	7%	-3%	·	·	4%
O=C(CN1C(=O)NC2(CCCC2)C1=O)N1CCN(C(=O)c2ccco2)CC1	-6%	-2%	-22%	9%	-7%[38.3 µM]	1%	12%[10 µM]
Cc1onc(-c2c(F)cccc2Cl)c1C(=O)OCC(=O)NC(N)=O	-21%	-10%	-6%	·	9%	-2%	-13%

The listing continues.
molecule	SMN2 splice up	CBFb-RUNX1 inh	HTT aggregate	LMNA splice mod	IMPase Li inh	Luc counter	HTT ATP protect
NC(=O)NCC(N)C(=O)O (configuration not stated)	1%	·	·	-6%	5%	0%	·
c1ccc(CCn2nnc3ccccc32)cc1	·	22%	-2%[9.22 µM]	·	·	·	1%[10 µM]
CCOC(=O)N1CCN(C(=O)C2CCN(S(C)(=O)=O)CC2)CC1	22%	4%	?	1%	26%[38.3 µM]	0%	17%
CCCCCn1c(N)c(C#N)c2nc3ccccc3nc21	1%	21%	-5%	-2%	-9%[38.3 µM]	0%	-8%
COc1cc(NC(=O)CN2CCC(Cc3ccccc3)CC2)c(C)cc1[N+](=O)[O-]	-13%	-7%	1%	-5%	2%	-2%	-7%[10 µM]
O=S(=O)(c1ccc(NCCc2c[nH]c3ccccc23)nc1)N1CCOCC1	-13%	-6%	-5%	-5%	-11%[38.3 µM]	2%	-15%
Cc1nn(Cc2ccccc2)c(C)c1C(=O)OCC(=O)c1cc(C)n(CC(F)(F)F)c1C	-48%[inhibitor]	-12%	-4%[9.22 µM]	?	34%[activator][38.3 µM]	3%	0%
Cc1cc(C)cc(NC(=O)CSc2nc3ccncc3[nH]2)c1	-20%	-7%	-12%	-1%	-8%[38.3 µM]	5%	-19%
C[C@H](NC(=O)Cc1cccc2ccccc12)C(=O)N1CCCN(C)CC1	-1%	?	-1%	19%[46 µM]	8%	6%	-8%
O=[N+]([O-])c1cc(Cl)ccc1N1CCOCC1	-7%	-9%	·	·	2%	-1%	·
COc1ccc(S(=O)(=O)N2CCC(C(=O)Nc3ccccc3C)CC2)c2cccnc12	-6%	0%	-2%[9.22 µM]	11%	-13%[38.3 µM]	0%	-20%
COc1ccccc1NCCC#N	11%	-5%	8%	0%	22%[38.3 µM]	-3%	13%
